CAL PDZ FP = human CAL PDZ-peptide interaction inhibition | Q9HD26 | inhibition, % at 20 µM | actives 0.02% (n = 330,000) | purified CAL PDZ, TMR-peptide fluorescence polarization, 1 h;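 active = highest replicate inhibition of at least 40%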;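 note: plate controls were DMSO neutral control wells for no effect and unlabeled competitor peptide control wells for full effect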
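Material – purified CerCALP PDZ construct · Detection – FP readout, S and P plane fluorescence · Measure – percent inhibition from loss of millipolarization · Controls – unlabelled peptide for full inhibition, DMSO wells as neutral · Probe or stimulus – TMR-labelled reporter peptide T*-PRC34 bound in PDZ groove · Times – 1 h at RT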
AddAB inh = less growth of phage-infected E. coli with AddAB. E. coli expressing H. pylori AddAB, absorbance growth. inhibition, % at 11.9 µM. actives 0.29% (n = 330,000); in the data active = inhibition above about 12%;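 note: 0% = vehicle wells of infected cells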
PfHsp90 set2 = reduces growth (ATP signal) of yeast expressing P. falciparum Hsp90. S. cerevisiae expressing PfHsp90, BacTiter-Glo ATP, 48 h; yeast lacking PDR1 and PDR3 efflux regulators. AID 504621. actives 0.32% (n = 310,000). inhibition, % at 9.4 µM;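 active = every replicate shows inhibition above about 80%, whatever the replicate mean, limit read from the data; inconclusive = mean inhibition reaches the set limit but some replicate falls short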;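 note: 0% = DMSO neutral controls and 100% = 20 µM radicicol positive controls; yeast relying on Plasmodium falciparum Hsp90 in place of its own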
Ecoli viability = bacterial growth inhibition, counter-screen for AddAB inhibitors. AID 449728. actives 0.27% (n = 330,000). E. coli V3065 growth, OD600 absorbance, 18 h. inhibition, % at 11.9 µM;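 active = inhibition above the campaign's mean inhibition across all tested compounds plus 3 SD, cut at about 9.9% in these data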;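 note: uninfected addAB+ strain grown without phage in ampicillin broth; 0% = DMSO wells and 100% = ciprofloxacin 0.95 µg/ml wells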
DAGLB inhibitor = blocks human DAGLB lipase activity. Q8NCG7. HEK293T DAGLB membrane lysate, EnzChek fluorogenic substrate. inhibition, % at 5.17 µM. actives 0.059% (n = 340,000). AID 504411; in the data active = inhibition above about 34%;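 note: 0% = enzyme with vehicle and 100% = wells lacking enzyme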
Target sequence (Q8NCG7 whole entry, looked up): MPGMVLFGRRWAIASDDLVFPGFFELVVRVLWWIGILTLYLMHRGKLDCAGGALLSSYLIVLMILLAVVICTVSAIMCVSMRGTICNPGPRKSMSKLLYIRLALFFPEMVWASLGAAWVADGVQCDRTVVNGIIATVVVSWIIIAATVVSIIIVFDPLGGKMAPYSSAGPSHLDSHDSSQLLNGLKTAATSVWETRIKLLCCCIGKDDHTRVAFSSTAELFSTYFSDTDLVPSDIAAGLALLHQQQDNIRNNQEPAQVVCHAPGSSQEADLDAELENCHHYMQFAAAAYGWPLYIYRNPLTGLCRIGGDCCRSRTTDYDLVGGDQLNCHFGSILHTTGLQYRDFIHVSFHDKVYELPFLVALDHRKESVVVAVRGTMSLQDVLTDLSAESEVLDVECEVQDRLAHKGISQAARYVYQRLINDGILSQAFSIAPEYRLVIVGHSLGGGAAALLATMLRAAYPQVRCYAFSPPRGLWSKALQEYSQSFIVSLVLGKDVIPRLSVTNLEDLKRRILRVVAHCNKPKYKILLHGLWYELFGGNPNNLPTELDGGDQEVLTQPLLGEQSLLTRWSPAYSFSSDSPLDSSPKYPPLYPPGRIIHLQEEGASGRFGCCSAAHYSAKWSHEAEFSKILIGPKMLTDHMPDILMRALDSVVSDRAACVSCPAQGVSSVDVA
Tat export inh = blocks Tat-dependent protein export in E. coli; actives 0.036% (n = 340,000); E. coli MC4100 TorA-mCherry Tat export, fluorescence; inhibition, % at 10 µM;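 active = mean replicate inhibition at least 50% and at least half of replicates individually reaching 50%; inconclusive = only one of the two criteria met; inactive = neither criterion met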;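 note: exported cargo escapes ClpAP degradation while cytoplasmic cargo is degraded and loses fluorescence; 0% = median of neutral control wells and 100% = median of NaSCN control wells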
Wnt bcat act = activators of Wnt/beta-catenin signaling. activation, % at 9.35 µM. actives 1.2% (n = 300,000). Wnt/beta-catenin reporter cell assay, activator, plate reader. AID 743398; in the data active = activation above about 30%, passing the limit was not always enough; inconclusive = no clear call, values can overlap the other calls;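 note: 0% = neutral control wells and 100% = positive control wells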
Rtt109 Vps75 = C. albicans Rtt109 histone acetyltransferase inhibition | Q5AAJ8 | purified Rtt109/Vps75, ThioGlo CoA-SH fluorescence, 4 h | inhibition, % at 34.9 µM | actives 0.16% (n = 330,000) | AID 540336;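 active = inhibition of at least 50% in every replicate; inconclusive = best replicate reaches 50% inhibition but some replicates fall short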
Target sequence (Q5AAJ8 whole entry, looked up): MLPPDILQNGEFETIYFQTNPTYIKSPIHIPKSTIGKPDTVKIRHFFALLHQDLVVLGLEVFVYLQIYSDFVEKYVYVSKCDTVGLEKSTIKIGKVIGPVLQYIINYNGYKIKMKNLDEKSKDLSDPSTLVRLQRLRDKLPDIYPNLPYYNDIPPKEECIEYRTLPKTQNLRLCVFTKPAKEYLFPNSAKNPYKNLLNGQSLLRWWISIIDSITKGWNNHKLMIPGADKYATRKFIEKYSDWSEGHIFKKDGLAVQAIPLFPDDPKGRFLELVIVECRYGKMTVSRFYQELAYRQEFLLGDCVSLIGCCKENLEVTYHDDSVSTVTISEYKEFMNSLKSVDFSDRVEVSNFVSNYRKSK
PvdQ acylase = P. aeruginosa PvdQ acylase inhibition; actives 0.063% (n = 340,000); inhibition, % at 10 µM; purified PvdQ acylase, fluorescence plate reader; in the data active = inhibition above about 30%, passing the limit was not always enough; inconclusive = no clear call, values can overlap the other calls;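 note: 0% = vehicle neutral wells and 100% = reference inhibitor wells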
phage Ecoli inh = E. coli growth loss with phage present; growth absorbance; inhibition, % at 11.9 µM; actives 0.26% (n = 360,000); in the data active = inhibition above about 11%
* hit, by the source's call; ? = inconclusive; . = no result given.

Every second line gives: CAL PDZ FP, AddAB inh, PfHsp90 set2, Ecoli viability, DAGLB inhibitor, Tat export inh, Wnt bcat act, Rtt109 Vps75, PvdQ acylase, phage Ecoli inh
- COc1ccccc1NC(=O)c1ccc(S(=O)(=O)N2CCOCC2)cc1
 : -1.8, 2.2, -25.9, 0.5, 1.6, 5.2, ., 2.4, -2.6, -0.5
- CCOC(=O)CSC1=C(C#N)C(c2ccccc2OCC)C(C(=O)OCC)C(=O)N1 (configuration not stated)
 : -0.5, -0.7, 16.0, -0.8, -0.4, -14.5, -2.1, 7.6, -12.8, -0.2
- Cc1nnc(SC(C)C(=O)NC2CCCCC2)[nH]c1=O (configuration not stated)
 : 0.1, ., -26.4, ., 2.1, 2.9, -0.1, 1.6, -8.5, -0.4
- O=C(OCC(=O)N1CCc2ccccc2C1)c1cccs1
 : 0.6, -0.8, 19.8, 1.7, -0.1, 5.1, 0.2, 3.1, 4.3, 4.9
- CC1CCCN(C(=O)C2CCCN(S(=O)(=O)c3cccc4nsnc34)C2)C1 (configuration not stated)
 : -0.8, 2.0, -4.3, -1.9, 1.5, -3.2, ., 2.0, -9.9, 1.5
- Cc1ccc(-n2c(C)nnc2SCC(=O)N(C)c2c(N)n(Cc3ccccc3)c(=O)[nH]c2=O)cc1
 : -1.7, -0.8, 3.8, -0.5, 0.4, -1.2, -0.9, 10.8, -2.3, 0.6
- COc1ccc(C)cc1S(=O)(=O)N(C)CC(=O)N1CCC(C(N)=O)CC1
 : 0.7, 1.2, -28.3, 0.2, -1.0, ?, 0.5, -2.5, -12.7, 3.3
- COc1ccccc1-c1c(-c2ccc(OCC(=O)NN)cc2O)n[nH]c1C(F)(F)F
 : -0.6, 0.7, 24.5, -2.4, -0.2, -3.8, ., -0.5, -9.5, 0.1
- CC(=O)Nc1ccc(S(=O)(=O)N2CCc3cc4c(cc3C2)OCCCO4)cc1
 : -2.8, 1.5, -28.6, 0.6, 0.8, 3.1, -1.8, 6.6, -10.4, -0.5
- CCCOc1ccc(C(=O)NC(=S)N2CCN(c3cc4c(cc3F)c(=O)c(C(=O)O)cn4CC)CC2)cc1
 : -1.7, 99.0*, 19.0, 97.3*, -2.1, 62.5*, -1.1, 0.6, -11.2, 98.1*
- COc1ccc(C(=O)OCC[N+]2(C)CCOCC2)cc1
 : -0.7, 0.9, -17.7, 1.3, 0.5, -5.8, 0.3, -1.4, -11.8, 3.7
- Cc1ccnc(NS(=O)(=O)c2ccc(NC(=O)Cc3ccc(F)cc3)cc2)n1
 : -1.1, 2.4, -14.8, 0.7, -2.3, -3.6, 8.7, -12.0, -8.6, 0.4
- CCn1c(-c2ccccc2)c[nH]c1=S
 : -1.0, 1.0, 5.6, 1.0, 1.5, -0.3, ., -1.0, -4.9, 2.7
- Cc1ccc(N(C(=O)c2ccc(S(=O)(=O)N3CCOCC3)cc2)C2C=CS(=O)(=O)C2)cc1C (configuration not stated)
 : -0.7, 2.9, 1.9, 2.1, 3.4, -1.8, -0.3, -6.9, -4.5, 2.4
- Cc1cc(/C(N)=N/OC(=O)Nc2ccccc2)no1
 : -1.8, -0.4, 8.5, -1.1, ., 3.5, 7.6, -6.7, -4.0, 1.0
- O=C(CN1CCN(S(=O)(=O)c2ccc(F)cc2)CC1)NCc1cccs1
 : -1.3, -1.7, ., -2.7, 0.6, 3.3, 1.6, -9.0, -10.0, 0.4
- Cc1[nH]c2ccccc2c1C(=O)CN1C(=O)C(=O)N(C2CCCC2)C1=O
 : 0.0, 1.2, 9.4, 2.5, -2.4, -3.5, -2.6, 2.5, 9.5, 3.5
- O=C(CCN1C(=O)c2ccccc2S1(=O)=O)N1CCN(c2ccccc2F)CC1
 : -2.5, -1.1, ., -1.1, 1.4, 7.5, 2.0, 0.6, 1.5, 0.5
- Cn1c2c(c(=O)c3ccccc31)CCCC2
 : -0.7, 6.8, 6.8, 0.9, -1.1, 7.8, 0.6, ., 5.8, -1.3
- N=c1n(CCN2CCCCC2)c2ccccc2n1CC(=O)c1cccc([N+](=O)[O-])c1
 : 2.5, 1.2, -21.8, -3.8, 0.5, -3.2, -2.3, -7.4, -22.0, 1.9
- O=C(C=Cc1ccc(Cl)s1)c1ccc(Cl)s1
 : -1.6, ., -10.8, ., -8.2, -1.6, 1.5, ., 0.5, -0.7
- COc1ccc(CCC(=O)N2CCN(S(=O)(=O)c3ccc4ccccc4c3)CC2)cc1
 : -1.0, 1.4, -11.3, -0.3, -2.0, -2.0, ., -19.3, -9.0, 1.2
- N#CCCN(Cc1cccnc1)C(=O)Nc1ccccc1
 : 0.2, -0.7, 25.3, 0.8, 0.5, -2.5, -2.3, 10.4, 10.5, 2.8
- C=CCn1c(SCCOc2ccc(OC)cc2)nnc1C(CO)NC(=O)c1ccc(OC)cc1 (configuration not stated)
 : -0.3, 0.2, 6.2, -0.8, -0.9, 0.3, -3.5, -4.5, -10.9, 0.6
- CCn1c(=S)sc2c(=O)n(CC(=O)Nc3ccccc3C(F)(F)F)c(C)nc21
 : -1.6, 1.9, -11.0, -0.2, 0.1, -6.4, -4.2, -5.7, -13.8, -0.6
- Cc1cc(N=Cc2c(O)n(-c3ccc4c(c3)OCO4)c(=O)c3ccccc23)ccn1
 : -1.1, -0.5, 54.3, 0.2, -0.4, -4.4, 2.1, -58.4, -13.6, 1.4
- O=C(O)/C=C\C(=O)Nc1cccc(C(=O)Nc2cccc(O)c2)c1
 : 0.3, 1.0, 10.9, -1.8, -1.6, 6.2, -3.4, -5.6, 5.0, 3.6
- O=C(N/N=C/c1ccc(Cl)c([N+](=O)[O-])c1)c1cnccn1
 : -0.7, 1.1, 23.7, -0.2, 1.9, -8.5, ., -5.8, 19.5, 4.9
- O=C(C1CCN(CC2CCCCC2)CC1)N1CCCC1
 : -3.2, 2.9, -3.0, -1.1, 2.8, 1.0, ., -0.3, 3.3, 4.1
- C/C(=N\NC(=O)C1CC1)c1ccc(C)c(C)c1
 : -2.4, ., -0.7, ., 0.7, -2.5, 16.7, 1.4, -1.9, 1.1
- Cc1nnc(SCC(=O)NC2CCCCC2)s1
 : -1.3, -0.1, -26.6, -3.0, 0.1, 0.3, 2.7, -16.6, -15.8, -0.1
- Cc1ccnc(NC(=O)CCc2c(C)nc3ncnn3c2C)c1
 : 0.0, 1.3, 17.3, 1.5, 1.3, -5.1, 3.3, 1.9, -3.9, 2.4
- CSc1ccc(Cl)c(C(=O)NC2CCCC2)c1
 : -1.6, 0.1, 7.7, -1.7, 1.6, 7.4, -1.9, -1.9, -2.4, 0.8
- O=[N+]([O-])c1ccc(CN2CCN(c3ccc(Cl)cc3)CC2)o1
 : 2.1, 4.3, -1.2, -1.3, -3.4, -5.4, 0.5, 7.3, 9.6, 0.1
- CC(=O)c1cccc(NC(=O)/C=C/c2ccc([N+](=O)[O-])s2)c1
 : -1.5, ., -11.6, ., -2.5, 3.5, -4.1, 3.7, -1.3, 3.6
- COc1ccc(C2NC(=O)C(=O)/C2=C(\O)c2ccc(Cl)cc2)cc1OC (configuration not stated)
 : -0.8, -2.6, 11.3, 1.7, -2.6, 7.4, -1.7, -5.5, -18.5, -1.2
- Cc1cc([N+](=O)[O-])ccc1NS(=O)(=O)c1ccccc1
 : -0.1, ., -35.7, ., 2.5, 4.0, -7.5, 3.0, -2.5, 4.9
- COc1ccc(-c2cc(C)no2)cc1S(=O)(=O)Nc1cccc(CN2CCCC2)c1
 : -3.0, 1.3, 19.6, -1.4, 2.7, -4.9, -3.3, 27.7, 8.8, 4.2
- O=C(Nc1cc(C(F)(F)F)ccc1Cl)c1cc2nc3c(c(C(F)(F)F)n2n1)CCCC3
 : -1.8, 4.3, -37.4, -1.0, -1.8, 8.6, ., 8.6, -12.9, 0.8
- O=[N+]([O-])c1ccc(N2CCN(CCO)CC2)cc1Sc1nc2ccccc2[nH]1
 : -0.3, 2.1, 5.8, 1.7, -3.2, -2.6, ., -6.4, -13.1, 3.7
- CSc1cccc(NC(=S)N(CCCN2CCCC(C)C2)Cc2cccs2)c1 (configuration not stated)
 : -0.7, 2.6, -20.3, -2.2, -4.5, 11.1, -1.7, 1.1, -3.5, 0.1
- CC#CCCCC(=O)Nc1ccc(C(=O)O)cc1
 : -0.1, -1.0, ., 1.4, -3.3, 7.3, ., 1.7, 2.6, 0.8
- CCCCN(C)C(=O)Cn1nc(Cc2ccncc2)c2ccccc2c1=O
 : ., 0.2, 21.2, -0.5, -0.2, 1.3, 2.0, 0.1, -12.6, 1.5
- CCOC(=O)c1c(-c2ccc(C)o2)csc1NC(=S)NC(=O)c1ccccc1Br
 : -1.6, 0.0, 8.0, 0.1, -10.9, 1.0, ., -19.9, 1.0, 4.6
- CCOC(=O)c1c(NC(=O)CSc2nnc(-c3c[nH]c4ccccc34)n2CC)sc2c1CCCC2
 : -1.4, 1.4, -23.8, -1.1, -1.0, 11.8, 2.3, 0.2, -9.5, 3.6
- COc1cc(C(=O)NCCSc2ccc(Br)cc2)cc(OC)c1OC
 : -1.1, 3.5, 6.3, 1.2, 0.5, 5.0, -3.2, ., -11.9, 3.6
- Cc1cccc(NC(=O)C2CCN(C(=O)c3ccc(Cl)cc3)CC2)n1
 : -1.0, -1.9, ., 0.3, -1.3, 5.0, 2.2, -4.3, -7.2, 5.7
- Cc1cc(Cl)ccc1C(=O)C1CCCN(C(=O)c2cccc(N3CCCC3=O)c2)C1 (configuration not stated)
 : -3.0, -0.8, 15.0, -3.0, -1.9, 4.3, -0.9, 1.0, -17.2, -0.1
- CSc1ccc(C(=O)C2CCCN(C(=O)c3cc(C)n(C)n3)C2)cc1 (configuration not stated)
 : -1.6, -0.3, 2.0, -1.2, -2.0, 1.0, -1.4, 6.3, 3.2, 0.3

3 compounds already listed, arranged by the value under Rtt109 Vps75, high to low.
smiles | Rtt109 Vps75
CC#CCCCC(=O)Nc1ccc(C(=O)O)cc1 | 1.7
CCCCN(C)C(=O)Cn1nc(Cc2ccncc2)c2ccccc2c1=O | 0.1
O=[N+]([O-])c1ccc(N2CCN(CCO)CC2)cc1Sc1nc2ccccc2[nH]1 | -6.4

Assay outcomes as filed in PubChem.
